Screening results (PubChem BioAssay)
DAX1 inh-1: DAX1 (NR0B1) inhibitors, primary screen, cell-based, HEK293, Gal4-DAX1, luciferase luminescence; Nuclear receptor subfamily 0 group B member 1 (Homo sapiens), P51843; HEK293 Gal4-DAX1 luciferase reporter; inhibition, % at 6.75 µM; 340,000 tested, 0.99% active; AID 504766, 2011;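 active = inhibition above the mean over all tested compounds plus 3 SD, cut at about 4.2% in these data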;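 note: 0% = DAX1-transfected cells with DMSO and 100% = empty-vector control cells with DMSO; inhibition shows as a rise in luminescence from relieved DAX1 repression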
GC-A act: GC-A stimulated cGMP production enhancers – HEK293 GC-A cells, cGMP TR-FRET, EC30 ANP, primary screen; Atrial natriuretic peptide receptor 1 (Homo sapiens), P16066; 0% at EC30 ANP, 100% saturating ANP; activation, % at 10 µM; 370,000 tested, 0.14% active; AID 1671463, 2021; in the data active = activation above about 40%
Target sequence (P16066 whole entry, looked up): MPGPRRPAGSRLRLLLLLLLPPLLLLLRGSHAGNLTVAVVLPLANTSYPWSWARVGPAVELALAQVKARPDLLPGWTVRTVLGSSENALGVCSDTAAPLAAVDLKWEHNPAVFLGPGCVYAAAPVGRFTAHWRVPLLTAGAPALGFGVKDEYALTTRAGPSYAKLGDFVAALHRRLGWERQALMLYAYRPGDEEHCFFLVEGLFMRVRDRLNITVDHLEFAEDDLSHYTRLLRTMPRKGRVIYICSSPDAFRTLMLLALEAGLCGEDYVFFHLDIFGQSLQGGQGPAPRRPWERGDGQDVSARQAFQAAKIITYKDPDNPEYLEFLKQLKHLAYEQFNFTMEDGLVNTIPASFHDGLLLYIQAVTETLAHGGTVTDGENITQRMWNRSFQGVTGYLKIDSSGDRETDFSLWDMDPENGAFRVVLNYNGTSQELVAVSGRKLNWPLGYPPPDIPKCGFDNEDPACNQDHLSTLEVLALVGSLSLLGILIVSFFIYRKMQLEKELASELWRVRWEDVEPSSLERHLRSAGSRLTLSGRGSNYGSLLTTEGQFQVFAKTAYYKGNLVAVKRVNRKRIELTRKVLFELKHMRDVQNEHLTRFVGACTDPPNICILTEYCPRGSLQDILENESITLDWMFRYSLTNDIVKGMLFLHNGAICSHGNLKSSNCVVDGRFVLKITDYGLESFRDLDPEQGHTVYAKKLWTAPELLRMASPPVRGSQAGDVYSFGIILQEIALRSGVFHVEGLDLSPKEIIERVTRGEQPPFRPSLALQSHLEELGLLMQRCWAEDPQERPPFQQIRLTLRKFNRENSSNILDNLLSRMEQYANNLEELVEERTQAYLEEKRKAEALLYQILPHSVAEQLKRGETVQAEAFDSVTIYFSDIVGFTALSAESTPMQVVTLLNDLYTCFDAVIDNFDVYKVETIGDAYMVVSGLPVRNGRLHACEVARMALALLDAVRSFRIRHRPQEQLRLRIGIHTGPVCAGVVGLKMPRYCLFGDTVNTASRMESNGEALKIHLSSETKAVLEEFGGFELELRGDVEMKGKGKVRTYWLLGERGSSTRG
ADAM17 inh: ADAM17 inhibitors, primary screen, biochemical, QFRET; Disintegrin and metalloproteinase domain-containing protein 17 (Homo sapiens), P78536; recombinant ADAM17, EDANS/DABCYL FRET peptide cleavage; inhibition, % at 6.95 µM; 370,000 tested, 0.83% active; AID 720648, 2013;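 active = inhibition above the mean of compounds lying between control limits plus 3 SD, set per campaign, cut at about 8.5% in these data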;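 note: 0% = DMSO-only wells as the low control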
ADAM10 inh: human ADAM10 inhibitors, primary screen, biochemical, QFRET, HTS; recombinant ADAM10, EDANS/DABCYL FRET peptide cleavage, 3 h; Disintegrin and metalloproteinase domain-containing protein 10 (Homo sapiens), O14672; inhibition, % at 7 µM; 370,000 tested, 0.62% active;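 active = inhibition above a per-campaign cutoff equal to the mean of compounds falling between control-based bounds plus 3 SD, cut at about 20% in these data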;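 note: 0% = DMSO wells while the 100% control is not disclosed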
DAX1 inh-2: DAX1 (NR0B1) inhibitors on StAR promoter, primary screen, cell-based, luminescence, SF-1 (NR5A1), full-length DAX-1. HEK293T StAR-luciferase reporter, SF-1/DAX-1 repression relief. inhibition, % at 6.8 µM. 370,000 tested, 1.1% active. AID 652010, 2013;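 active = inhibition above the mean over all tested compounds plus 3 SD, cut at about 3.6% in these data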;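 note: 0% = DAX-1 cells with DMSO and 100% = cells lacking DAX-1 with DMSO; higher inhibition means more luminescence from relief of DAX-1 repression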
ssDAF-12 act: S. stercoralis DAF-12 nuclear receptor activators, primary screen, cell-based, luminescence, HEK293, GRIP1 co-expression, lit1-tk-luc. HEK293 ssDAF-12/GRIP1 lit1-tk-luc reporter; % of 3 µM dafachronic acid response. activation, % at 6.8 µM. 370,000 tested, 1% active;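 active = activation above the mean over all tested compounds plus 3 SD, cut at about 0.9% in these data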;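 note: 0% = DMSO-only wells and 100% = 3 µM delta7-dafachronic acid wells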
PG9 binder: binders of HIV-1 gp120 antibody PG9, primary screen, biochemical, TR-FRET | HIV-1 gp120 / PG9 antibody interaction | inhibition, % at 6.7 µM | 360,000 tested, 0.43% active | TR-FRET gp120-PG9 antibody binding | AID 624416, 2012; in the data active = inhibition above about 8.5%
hgDAF12 agonist: H. glycines DAF-12 receptor agonists, primary screen, cell-based, luminescence, HEK293, GAL4 fusion, UAS-luciferase. Nuclear hormone receptor DAF-12 (Heterodera glycines), GAL4 fusion. HEK293 GAL4-hgDAF12 UAS-luciferase reporter, agonist luminescence; normalized to butyrate control. activation, % at 6.8 µM. 370,000 tested, 1.8% active. AID 687014, 2013;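 active = activation above a cutoff set at the mean of all screened compounds plus 3 SD, cut at about 10% in these data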;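 note: 0% = DMSO wells and 100% = sodium butyrate wells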
GAA850 FXN act: FXN promoter activators, primary screen, cell-based, luciferase luminescence, HEK293 lucGAA850 | HEK293 lucGAA850 FXN promoter luciferase reporter, 24 h; percent of 10 µM SAHA response | activation, % at 6 µM | 360,000 tested, 0.56% active | AID 540364, 2011;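 active = activation above the average of all compounds screened plus 3 SD, cutoff fixed separately per campaign, cut at about 7.5% in these data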;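 note: 0% = DMSO wells and 100% = 10 µM SAHA wells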
SMARCA2 activ: SMARCA2 (BRM) function activators, primary screen, cell-based, luminescence, high throughput; MG213 cells, MMTV-luciferase reporter, dexamethasone, overnight; activation, % at 9.1 µM; 370,000 tested, 1% active; in the data active = activation above about 7.8%;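 note: 0% = vehicle wells and 100% = reference activator wells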
hcDAF-12 act: H. contortus DAF-12 nuclear receptor activators, primary screen, cell-based, luminescence, HEK293, lit1-tk-luc reporter | AID 652067, 2013 | 370,000 tested, 1.4% active | HEK293 hcDAF-12 lit1-tk-luc reporter; 0% DMSO, 100% Δ7-dafachronic acid | activation, % at 6.8 µM;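 active = activation above the mean of all tested compounds plus 3 SD, cut at about 5.5% in these data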;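 note: 100% = response to 3 µM Δ7-dafachronic acid high control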
An asterisk follows results filed as active; i = inactive; . = not tested or not shown.

SMILES	DAX1 inh-1	GC-A act	ADAM17 inh	ADAM10 inh	DAX1 inh-2	ssDAF-12 act	PG9 binder	hgDAF12 agonist	GAA850 FXN act	SMARCA2 activ	hcDAF-12 act
CCc1nc(NCC2CCCO2)c2oc3ccccc3c2n1 (centres undefined)	-1.0	-3.9	-6.7	-9.5	-0.9	-1.3	0.6	-1.9	-0.3	1.5	2.4
Cc1cc(C)c(C#N)c(SCC(O)CS(=O)(=O)Cc2ccccc2)n1 (centres undefined)	-0.3	-0.9	-0.6	-8.2	-0.9	-1.8	0.5	-1.3	3.6	-1.0	-2.9
CC(=O)c1ccc(NC(=O)C(C)OC(=O)c2ccc(Br)o2)cc1 (centres undefined)	0.7	-0.9	-0.4	-18.2	-0.5	-1.2	-0.3	-1.7	0.3	-2.7	-2.0
CNC(=O)CSc1nnc(-c2cc(C)cc(C)c2)o1	-0.5	1.7	-2.2	1.3	-0.1	-1.8	-1.2	1.0	-0.5	3.4	-2.2
CCn1c(=O)cc(OCC(=O)NCc2ccco2)c2ccccc21	0.0	3.1	-2.1	2.9	-0.3	-1.2	2.3	0.2	-1.6	3.9	-1.9
O=C(/C=C/c1ccccc1)Oc1coc(CSc2ncccn2)cc1=O	-1.7	-0.7	-3.3	-3.2	-0.1	-1.1	-0.7	-2.2	0.8	1.2	-2.6
COc1ccccc1C(=O)NCCCNC(=O)c1ccccn1	1.9	-0.7	-7.7	-7.5	0.1	-1.0	1.1	4.0	0.5	-2.2	-3.1
O=C(Nc1ccc(S(=O)(=O)Nc2nccs2)cc1)c1cccc(N2C(=O)c3ccccc3C2=O)c1	-2.5	-3.7	-9.0	-8.8	-0.9	-1.3	1.6	2.2	0.8	-5.0	-1.5
CCCCC/C=C\C[C@H](O)/C=C/c1cccc(C[C@H](O)CCCCO)n1	-1.2	5.2	-6.7	-7.9	-0.1	-0.8	-0.7	-1.9	1.1	-4.4	-0.5
COc1ccc(OC)c(C(c2nnnn2Cc2ccccc2)N2CCN(C3CCCCC3)CC2)c1 (centres undefined)	1.6	-10.0	-2.6	1.0	0.8	-1.1	-2.2	0.3	-7.0	0.2	-1.1
Cn1nc([N+](=O)[O-])nc1Oc1ccccc1N	-0.8	2.6	-2.4	-3.4	-0.5	0.1	0.1	-0.9	0.9	-1.8	0.4
CC(C)(C)c1nnc2cccc(Cl)n12	0.5	.	-3.3	-1.0	1.5	-1.1	-1.5	-2.5	-1.8	4.7	0.4
COc1ccccc1/C=C/C=N/NC(=O)c1cccs1	7.2*	25.6	-10.3	-33.6	0.7	0.0	-4.1	9.7	2.6	2.2	1.6
N#Cc1c2nc3ccccc3nc2n2cc(NC(=O)c3ccc(F)cc3)ccc12	-1.1	0.0	-96.1	-227.4	-0.6	-1.1	-1.9	0.0	1.2	-1.2	2.5
c1ccc(-c2ccccc2OCCOCCN2CCNCC2)cc1	0.9	-4.3	-3.2	3.6	-0.4	-1.4	0.0	-3.7	0.8	1.6	-0.6
O=C(NCc1ccccc1)C1=C[C@H](c2ccc3c(c2)OCO3)C[C@H](OCc2ccc(CO)cc2)O1	-0.2	-1.0	1.7	7.0	-0.1	-1.2	0.4	-1.7	-1.7	1.2	-0.8
CS(=O)(=O)Oc1ccccc1/C=C1/N=C(c2ccc(F)cc2)OC1=O	0.3	-7.0	3.9	4.9	0.0	-0.5	-1.2	-0.8	0.6	-0.4	0.1
COc1ccc(NC(=O)CSc2nc3c(c(-c4cccs4)c2C#N)CN(C)CC3)cc1OC	-0.5	-4.4	-3.0	-7.3	1.3	-1.5	-0.2	2.6	-1.2	1.1	-1.4
O=C(c1ccco1)N1CCN(c2cc(N3CCOCC3)c(F)cc2[N+](=O)[O-])CC1	-1.3	-4.0	-1.8	-4.6	1.4	-0.6	-2.4	-3.6	5.6	-2.4	1.2
O=C(NC1CCCCC1)C1CC(=O)N(CCc2ccc(F)cc2)C1 (centres undefined)	0.3	0.4	-4.2	-10.3	-0.2	-1.0	-0.7	-1.6	0.5	-1.3	-1.0
CCCNC(=O)c1cc(-c2ccc(OC)cc2)n(CCCOC)c1C	0.0	-3.5	-1.3	-2.2	-0.3	-2.0	0.3	-4.1	0.6	-1.1	-0.8
COc1cc2c(cc1OC)-c1nnc(-c3ccco3)n1C1(CCCC1)C2	-0.3	-7.1	-6.5	-9.3	-0.5	-1.6	1.9	-1.6	-0.3	1.3	-0.7
Cc1cccc(NC(=S)NCCc2ccc(Cl)cc2)c1C	2.4	-10.2	-1.7	6.5	0.6	-1.8	-1.7	3.2	1.7	3.9	-0.7
O=C(COC(=O)Cc1ccccc1)NCc1ccc2c(c1)OCO2	-0.7	3.7	-6.5	-18.8	-0.8	-1.1	-0.6	-1.9	3.5	-2.6	-0.6
Cc1ccc(/C=C2/Sc3ccc(C(=O)N4CCN(C)CC4)cc3NC2=O)cc1	-0.4	8.3	-1.0	-26.8	1.8	-1.4	-1.9	0.1	-0.6	1.8	0.9
SMILES	DAX1 inh-1	GC-A act	ADAM17 inh	ADAM10 inh	DAX1 inh-2	ssDAF-12 act	PG9 binder	hgDAF12 agonist	GAA850 FXN act	SMARCA2 activ	hcDAF-12 act
Cc1ccccc1Cn1c(=O)n(CC2CCC(C(=O)NCCc3ccccc3)CC2)c(=O)c2ccccc21 (centres undefined)	-0.9	-1.3	-2.4	11.0	-0.4	-0.4	2.1	-0.9	2.1	-3.0	2.5
CC(c1ccc2c(c1)OCO2)n1c(=S)[nH]c2ccccc2c1=O (centres undefined)	-0.5	-3.6	2.0	-4.5	-3.2	-1.0	2.1	-3.9	2.4	-1.2	-1.6
CCCC1CCC2(CCCN2CCOC(=S)NCc2cccc(C)c2)CC1 (centres undefined)	.	-15.1	-3.6	-0.6	.	-1.7	.	3.5	.	.	-0.2
CC(=O)c1cccc(NC(=O)c2cc(-c3ccc(C)cc3)on2)c1	0.5	1.9	-2.0	-1.8	0.5	-1.2	3.1	2.1	3.7	0.7	-0.5
CC[C@@H]1Cc2cc(O)ccc2C2=C1c1ccc(O)cc1C[C@H]2CC	-0.8	-29.8	i	i	-1.9	-1.9	0.5	-4.4	1.4	-8.8	-4.5
Cc1ccc(S(=O)(=O)N2CC3CCC2C3)cc1 (centres undefined)	0.3	-2.4	-1.2	0.6	-0.5	-0.8	0.1	-0.2	-1.8	0.0	-0.6
COc1cccc(C(=O)NCCCN2CCN(CCCNC(=O)c3cccc(OC)c3)CC2)c1	0.5	0.8	-2.9	4.5	0.7	-1.1	-0.6	-1.7	-0.3	-1.9	-2.0
Nc1nnc(SCC(=O)Nc2sc3c(c2C(=O)c2ccccc2)CCCC3)s1	-1.4	-14.8	2.3	-3.5	-1.0	-0.9	-1.2	-3.5	2.2	-2.7	-2.0
Cc1ccc(-n2nc3c(=O)n(CCCC(=O)NCc4ccco4)nc(C)c3c2C)cc1	0.5	-3.6	0.9	-2.7	-0.1	-1.2	-0.4	-0.6	0.9	0.1	-1.7
Cc1cc(=O)oc2c(C)c(OC(C)C(=O)NCCN3CCOCC3)ccc12 (centres undefined)	0.3	-0.1	-19.2	-53.8	-0.2	-0.8	-0.8	-2.2	-0.4	0.2	-0.1
COCC(=O)N1CCC(n2nccc2NC(=O)c2ccccc2OC)CC1	2.8	6.6	2.1	-3.1	-1.1	-0.8	-0.7	0.0	-0.5	-0.3	0.7
COc1ccc(-n2c(SCC(N)=O)nc3sc4c(c3c2=O)CCC4)cc1	-0.7	-0.1	-3.6	-2.5	0.5	-1.1	-1.7	5.9	-4.2	-2.0	2.4
Cc1cnc(C(=O)NCCc2ccc(C(F)(F)F)cc2)cn1	0.4	-7.9	-6.0	7.4	-0.2	-1.5	0.5	-1.1	-1.6	-1.1	-3.5
Nc1nc(-c2ccccn2)nc(N)c1Cc1ccccc1F	-1.7	3.7	-11.4	-19.7	1.4	-0.4	-1.4	0.2	4.1	2.3	-0.2
CCCCN(C(=O)COc1ccc(C)cc1OC)c1c(N)n(CCC)c(=O)[nH]c1=O	1.4	1.1	3.9	-0.3	0.3	-1.5	-0.1	-2.7	0.9	-3.3	-1.5
CSCCC(NC(=O)c1ccccc1Cl)C(=O)NCc1ccncc1 (centres undefined)	0.5	3.1	-3.7	-7.1	-0.7	-0.7	-2.5	-2.0	-1.1	-3.9	0.5
NS(=O)(=O)c1cccc(NC(=O)COC(=O)CN2C(=O)C3CC=CCC3C2=O)c1 (centres undefined)	-0.6	3.1	2.2	-3.3	-0.5	-0.9	-2.0	-1.6	-1.0	0.3	0.2
CNc1nc(N)c([N+](=O)[O-])c(Nc2cccc(OC)c2)n1	.	7.4	2.5	5.7	.	-2.2	.	-0.7	.	.	1.2
COc1cc(CNc2nnnn2C)cc(OC)c1OC	2.0	2.9	-0.4	-6.4	-0.1	-0.5	1.1	-1.2	0.5	-2.6	-2.2
CCOC(=O)C1(CC2CCCCO2)CCN(S(=O)(=O)c2cccc(F)c2)CC1 (centres undefined)	1.9	0.7	0.2	6.7	-0.2	-1.3	-1.5	4.1	0.3	-4.4	-0.5
CCC(=O)NC(c1ccc(C)cc1)c1ccc2cccnc2c1O (centres undefined)	-3.5	2.5	0.1	7.0	-1.9	-2.3	-2.4	-11.9	-9.3	-3.5	-4.5
COc1ccc(-n2c(O)cnc2Nc2nc(C)cc(C)n2)cc1OC	-1.4	-1.1	-4.2	-7.3	-0.7	-2.0	2.3	0.4	-1.6	-1.9	-2.9
COc1ccc(CC(=O)NNC(=O)CSc2nc(C)c(C)c(=O)[nH]2)cc1	0.5	2.3	4.6	19.3	0.1	-1.6	-2.1	-3.0	0.6	-3.1	-0.1
COCCn1cc(C(=O)c2cc(Br)ccc2O)cc(C#N)c1=O	-0.9	1.4	-2.5	-2.6	-0.8	-1.1	-0.3	1.0	-1.0	-4.7	-1.8
Cc1cc(C(F)(F)Cl)n2ncc(-c3ccccn3)c2n1	2.1	-3.6	-0.1	-5.2	-0.1	1.2*	0.2	-0.1	0.9	-1.7	2.0
CC1CCCCC1NC(=O)CN(C)S(=O)(=O)c1ccc2c(c1)c(=O)n(C)c(=O)n2C (centres undefined)	-0.1	1.0	-0.4	-2.9	1.5	-1.2	-2.7	0.0	1.5	-1.0	-1.6
c1coc(CNc2c3c(nc4ncnn24)CCC3)c1	-0.1	1.1	-5.3	-3.2	0.4	-1.5	3.4	-1.0	2.0	-1.9	-2.5
